PLCb3 inh – blocks human PLC-beta3 enzyme activity; AID 720704; Purified PLC-beta3, fluorogenic substrate, fluorescence; Q01970; inhibition, % at 12.2 µM; hit rate 0.18% among 370,000; in the data active means inhibition above about 11%;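 further: 0% = median of compound wells on plate and 100% = full blocker control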
SIAE inh – human SIAE inhibition, primary screen. Q9HAT2. SIAE FP-Rh probe binding, fluorescence polarization. inhibition, % at 9.66 µM. hit rate 0.69% among 370,000. AID 1053197;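 active means inhibition above a cutoff: mean of compounds within the control limits plus 3 SD of those, cut at about 17% in these data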;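 further: 0% = plate median of compound wells and 100% = probe without SIAE protein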
Target sequence (Q9HAT2 whole entry, looked up): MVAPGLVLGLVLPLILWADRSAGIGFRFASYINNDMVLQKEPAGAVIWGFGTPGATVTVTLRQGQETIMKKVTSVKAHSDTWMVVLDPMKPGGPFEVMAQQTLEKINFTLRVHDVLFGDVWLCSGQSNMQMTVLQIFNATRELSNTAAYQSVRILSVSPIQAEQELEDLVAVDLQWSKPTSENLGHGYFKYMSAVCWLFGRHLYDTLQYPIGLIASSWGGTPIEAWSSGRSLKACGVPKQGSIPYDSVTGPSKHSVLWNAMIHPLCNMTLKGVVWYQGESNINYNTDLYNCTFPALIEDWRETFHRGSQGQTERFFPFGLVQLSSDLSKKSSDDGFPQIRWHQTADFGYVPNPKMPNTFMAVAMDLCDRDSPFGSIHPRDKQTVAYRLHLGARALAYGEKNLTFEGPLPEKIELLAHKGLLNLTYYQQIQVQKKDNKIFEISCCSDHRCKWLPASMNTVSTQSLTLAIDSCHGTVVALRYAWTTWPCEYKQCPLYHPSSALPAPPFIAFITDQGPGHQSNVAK
ASAP1 inh – inhibitors of human ASAP1 ArfGAP activity; inhibition, % at 16.5 µM; AID 624377; hit rate 0.19% among 360,000; ASAP1-stimulated ARF1 GTP hydrolysis, GDP FP detection; Q9ULH1; in the data active means inhibition above about 25%;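 further: 0% = vehicle with enzyme and substrate and 100% = no enzyme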
Target sequence (Q9ULH1 325-724 limits assumed): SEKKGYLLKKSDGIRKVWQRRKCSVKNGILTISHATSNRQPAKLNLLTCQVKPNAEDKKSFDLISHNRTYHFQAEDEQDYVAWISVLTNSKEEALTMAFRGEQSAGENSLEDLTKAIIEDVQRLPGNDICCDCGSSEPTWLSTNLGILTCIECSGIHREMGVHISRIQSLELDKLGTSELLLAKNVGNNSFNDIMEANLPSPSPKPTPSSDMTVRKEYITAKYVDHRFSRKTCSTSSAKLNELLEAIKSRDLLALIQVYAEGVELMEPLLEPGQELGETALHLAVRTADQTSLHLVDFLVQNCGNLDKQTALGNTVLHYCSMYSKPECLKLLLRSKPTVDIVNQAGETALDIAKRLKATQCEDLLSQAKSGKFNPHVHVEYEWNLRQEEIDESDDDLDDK
DDE Tn7 FP inh – disrupts Tn7 cyclic peptide binding to fibrin D-Dimer-E complex | P02675 | FP displacement of FITC-Tn7 peptide from fibrin DD(E); 0% = median of compound wells per plate | inhibition, % at 8.3 µM | hit rate 0.13% among 370,000;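 active means inhibition above the mean of compounds falling within the control limits plus 3 SD of them, cut at about 14% in these data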;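 further: 0% = plate median of compound wells and 100% = 10 µM Aha-Tn7 peptide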
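Assay system: human fibrin DD(E) protein / Input: 2 µM fibrin DD(E) / Benchmarks: high control of 10 µM Aha-Tn7 peptide / Measured by: fluorescence polarization of the labelled Tn7 tracer / Medium: Tris buffer with calcium and detergent, pH 7.8 / Timing: 10 min compound pre-incubation, 3 h probe incubation at room temperature / Repeats: one replicate per compound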
DDE Tn6 FP inh – inhibitors of Tn6 peptide binding to human fibrin DD(E). Fibrin DD(E) TRITC-Tn6 fluorescence polarization displacement. AID 720509. hit rate 0.21% among 370,000. inhibition, % at 8.3 µM. P02675;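 active means inhibition above a per-campaign cutoff: mean of compounds within control limits plus 3 SD, cut at about 15% in these data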;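 further: 0% = median of all compound wells on the plate and 100% = blocking peptide control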
ADAM10 inh – inhibitors of human ADAM10. O14672. recombinant ADAM10, EDANS/DABCYL FRET peptide cleavage, 3 h. inhibition, % at 7 µM. hit rate 0.62% among 370,000. AID 720582;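 active means inhibition above a per-campaign cutoff equal to the mean of compounds falling between control-based bounds plus 3 SD, cut at about 20% in these data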;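 further: 0% = DMSO wells while the 100% control is not disclosed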
ARFGAP1 inhibitor – inhibitors of rat ARFGAP1 | Q62848 | Arfgap1-stimulated ARF1 GTP hydrolysis, GDP FP detection | inhibition, % at 16.5 µM | hit rate 0.26% among 360,000;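 active means inhibition above a per-plate limit, mean inhibition of low control wells plus 3 SD, cut at about 25% in these data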;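 further: 0% = DMSO wells with enzyme and 100% = wells lacking Arfgap1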
Target sequence (Q62848 1-136 limits assumed): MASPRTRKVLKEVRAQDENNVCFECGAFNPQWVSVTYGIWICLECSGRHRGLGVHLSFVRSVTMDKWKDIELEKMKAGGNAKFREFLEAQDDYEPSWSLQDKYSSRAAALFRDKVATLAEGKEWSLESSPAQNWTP
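Replicates: Single well per compound | Assay system: Truncated rat Arfgap1 GAP domain | Control set: No-Arfgap1 wells (100%) versus DMSO full-reaction wells (0%) | Times: Enzyme reaction 120 min at 25 °C after 20 min preincubation | Reagent: Human ARF1(Δ1-17)-GTP substrate | Measured by: Tracer-displacement fluorescence polarization with EDTA stop, 620/688 nm | Measure: Percent inhibition of Arfgap1-stimulated GTP hydrolysis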
TDP2 inh – TDP2 (human) inhibition, absorbance primary screen | hit rate 0.34% among 370,000 | AID 720702 | recombinant TDP2, T5PNP hydrolysis, p-nitrophenol absorbance 415 nm | inhibition, % at 12.8 µM;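 active means inhibition above the mean of all tested compounds plus 3 SD, set per campaign, cut at about 25% in these data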;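 further: 0% = DMSO with enzyme and 100% = buffer with substrate but no TDP2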
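System – recombinant human TDP2 · Amount – 120 nM TDP2 per well · Buffer or medium – Mg2+-containing Tris-HCl buffer, pH 7.5 · Reagent – T5PNP substrate, 5 mM · Dosing – 12.8 µM single point, 1% DMSO · Incubation – 2 h at 37 °C · Measured by – epi absorbance · Read-out basis – percent inhibition · Benchmarks – high control without enzyme, low control DMSO plus TDP2 · Repeats – singlicate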
PLC-gamma1 inh – PLC-gamma1 (human) inhibition, primary screen; hit rate 0.84% among 370,000; inhibition, % at 12.2 µM; AID 720700; purified PLC-gamma1, fluorogenic substrate, fluorescence; P19174; in the data active means inhibition above about 9.5%
ADAM17 inh – ADAM17 inhibition, QFRET primary screen; inhibition, % at 6.95 µM; recombinant ADAM17, EDANS/DABCYL FRET peptide cleavage; AID 720648; P78536; hit rate 0.83% among 370,000;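 active means inhibition above the mean of compounds lying between control limits plus 3 SD, set per campaign, cut at about 8.5% in these data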;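 further: 0% = DMSO-only wells as the low control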
Numbers without * were called inactive; · = no result given; & = joins results of further samples.

SMILES | PLCb3 inh | SIAE inh | ASAP1 inh | DDE Tn7 FP inh | DDE Tn6 FP inh | ADAM10 inh | ARFGAP1 inhibitor | TDP2 inh | PLC-gamma1 inh | ADAM17 inh
COc1ccc(Br)c(C=O)c1OS(=O)(=O)c1ccc(C)cc1 | -0.6 | -6.6 | -23.6 | 8.4 | 6.7 | 3.5 | -19.9 | 3.0 | 2.7 | -2.9
O=C(O)C(SC(C(=O)O)c1ccccc1)c1ccccc1 (stereo not drawn) | -5.5 | -0.6 | 3.9 | -1.3 | 3.3 | -15.6 | 4.4 | 1.2 | 4.9 | -2.6
Cc1ccc(CC(=O)Nc2ccc(Cl)cn2)cc1 | -3.4 | -6.4 | 4.5 | -1.8 | 6.4 | 3.1 | 4.5 | 3.1 | 1.6 | -2.1
CC(C)c1ccc(C(=O)NCc2ccc(Cl)cc2)cc1 | 3.4 | -2.0 | -2.7 | 3.1 | 6.7 | 10.6 | 10.5 | -4.0 | 1.9 | 0.5
O=C(NCCN=C1NS(=O)(=O)c2ccccc21)c1ccc2nccnc2c1 | -2.6 | 5.8 | -15.2 | 3.5 | -4.3 | 3.6 | -3.3 | 8.6 | -4.2 | -4.1
CN1c2ccc(C=O)c3c(C=O)ccc(c23)N(C)C1(C)C | -234.0 | 21.9* | -6.5 | 16.9* | 29.5* | -65.2 | -6.5 | 48.6* | -156.1 | -29.6
CCOc1cccc(/C(O)=C2/C(=O)C(=O)N(Cc3ccco3)C2c2ccncc2)c1 (stereo not drawn) | -0.8 | 1.5 | 1.4 | -3.3 | 11.2 | 4.5 | -8.6 | 4.4 | -3.7 | -1.3
CC1=C(C(=O)Nc2ccc(Cl)cc2)C(c2ccco2)NC(=O)N1 (stereo not drawn) | -1.2 | 3.9 | -2.2 | 1.2 | -8.9 | 2.0 | 11.3 | 5.4 | 2.3 | -3.0
CCN(C(=O)c1ccncc1)c1c(N)n(Cc2ccccc2)c(=O)[nH]c1=O | -2.5 | -5.2 | -2.0 | 3.4 | 6.0 | -1.6 | -0.3 | -24.2 | 8.1 | -0.1
COc1ccc(CCn2c(C)cc(C(=O)COC(=O)c3ccc(O)cc3O)c2C)cc1 | -10.0 | -2.5 | -2.9 | -7.3 | -0.5 | -10.6 | 3.7 | -11.4 | 3.0 | 0.9
O=c1oc(-c2cccs2)nc2ccccc12 | -1.1 | 9.3 | 7.5 | 3.8 | 5.7 | -0.8 | 15.8 | -5.5 | -0.8 | 0.2
CCOC(=O)c1[nH]c(C)c(CCC(=O)O)c1C | 2.2&-1.0 | 4.2&7.0 | -4.7&3.0 | 7.3&0.8 | 4.8&-4.3 | 15.4&-5.3 | -4.0&2.4 | -0.5&8.6 | 1.7&-2.3 | -0.2&-5.0
COc1ccc(NC(=O)c2ccc(Br)o2)cc1 | 2.8 | 5.3 | 6.3 | -4.6 | -2.6 | -3.8 | 0.1 | 5.4 | -0.5 | -2.1
OCCn1nc(-c2ccccc2)cc1-c1ccccc1 | -4.6 | 3.2 | 5.7 | -0.9 | 5.8 | 5.3 | 11.0 | 10.4 | 5.6 | 1.5
N#Cc1cnn(-c2ccccc2)c1N | 3.4 | 4.7 | 13.3 | 4.0 | -2.2 | 12.1 | -2.1 | -6.3 | 2.5 | 0.1
COc1ccc(OC)c(S(=O)(=O)NCC(c2ccc3c(c2)OCO3)N2CCOCC2)c1 (stereo not drawn) | -4.4 | 6.4 | 0.1 | -5.2 | -3.8 | -9.7 | 4.9 | 8.1 | 1.3 | -4.8
CC1=Nn2c(nnc2-c2ccccn2)SC1 | 1.4 | 4.8 | 3.7 | 2.5 | 0.1 | -0.1 | -7.4 | 6.5 | 1.0 | 0.5
O=C(O)C(c1ccccc1)C1(O)CCC1 (stereo not drawn) | -1.4 | -4.1 | 0.4 | 1.1 | -4.5 | -5.3 | 20.5 | -6.0 | 6.0 | -1.9
O=C(COC(=O)c1c(Cl)cccc1Cl)NCC1CCCO1 (stereo not drawn) | -6.8 | -4.4 | -6.6 | 4.3 | 7.1 | -3.1 | -3.5 | -8.7 | 0.4 | -1.6
Cc1ccccc1NC(=O)N1CCN(C/C=C/c2ccccc2)CC1 | -6.0 | -8.2 | 9.4 | -1.2 | -6.7 | -14.2 | -5.2 | -8.4 | 2.2 | -7.2
CCOC(=O)N1CCN(C(=O)C(NC(=O)C2CCC(C)CC2)C(C)C)CC1 (stereo not drawn) | 2.2 | -3.3 | -6.4 | 6.8 | 1.8 | 2.8 | 12.4 | 11.5 | -1.0 | -5.2
COc1cc(CNc2ncnc3c2ncn3[C@H]2CN(Cc3cc(OC)c(OC)c(OC)c3)C[C@@H](CO)O2)cc(OC)c1OC | 2.3 | -3.2 | -4.2 | -4.8 | -1.9 | 0.4 | 5.1 | -13.3 | 4.6 | 3.9
S=C(NCCCN1CCOCC1)Nc1cccc(-c2nnc3n2CCCCC3)c1 | 0.7 | 0.8 | -0.6 | -6.9 | 3.7 | 0.5 | -4.7 | 6.0 | -1.7 | 3.7
O=C(c1ccc(C(F)(F)F)cc1)N1CCN(c2ccc(N3CCOCC3)nn2)CC1 | -400.0 | -3.4 | 20.1 | -4.2 | 0.3 | -436.0 | 1.5 | 2.6 | -352.3 | -151.6
CC(C(=O)O)n1ncc2ccccc2c1=O (stereo not drawn) | -7.7 | 1.6 | 3.0 | 2.8 | 0.4 | -6.5 | -13.2 | 5.0 | 2.5 | -4.8

One compound at a time (already shown). Order of values: PLCb3 inh | SIAE inh | ASAP1 inh | DDE Tn7 FP inh | DDE Tn6 FP inh | ADAM10 inh | ARFGAP1 inhibitor | TDP2 inh | PLC-gamma1 inh | ADAM17 inh
CC1=Nn2c(nnc2-c2ccccn2)SC1 as listed: 1.4 | 4.8 | 3.7 | 2.5 | 0.1 | -0.1 | -7.4 | 6.5 | 1.0 | 0.5
CCOc1cccc(/C(O)=C2/C(=O)C(=O)N(Cc3ccco3)C2c2ccncc2)c1 (stereo not drawn) as listed: -0.8 | 1.5 | 1.4 | -3.3 | 11.2 | 4.5 | -8.6 | 4.4 | -3.7 | -1.3

The results go on.
SMILES | PLCb3 inh | SIAE inh | ASAP1 inh | DDE Tn7 FP inh | DDE Tn6 FP inh | ADAM10 inh | ARFGAP1 inhibitor | TDP2 inh | PLC-gamma1 inh | ADAM17 inh
Cc1cc(C)n(-c2nnc3c4ccccc4n(C)c3n2)n1 | -7.7 | 6.6 | 1.3 | 3.2 | 0.1 | 4.1 | -8.4 | 15.7 | 1.9 | 3.7
CCCCN(C)Cc1c(C)[nH]c2ccccc2c1=O | -2.4 | -2.5 | -1.4 | 0.0 | 10.7 | 0.1 | 13.3 | 2.5 | 0.2 | -0.6
COC(=O)c1c(C)nc2ccccc2c1C(=O)O | -0.6 | 3.5 | -3.2 | 1.9 | -0.5 | 1.8 | -0.1 | 12.4 | -0.5 | -4.4
N#Cc1cc(Oc2cccnc2)c(Oc2cccnc2)cc1C#N | -0.2 | 10.0 | 4.7 | -0.3 | 0.2 | -1.0 | -10.6 | 10.8 | 0.2 | -0.1
Cc1ccccc1NC(=O)Cc1cccs1 | -4.3 | 2.0 | -5.0 | 0.6 | 3.7 | 4.4 | 9.6 | -1.6 | -0.6 | 0.1
Brc1ccccc1-n1nnc(-c2ccnc3ccccc23)n1 | -0.9 | -8.0 | -6.3 | 0.1 | -1.3 | 6.5 | -4.3 | -20.2 | 5.9 | 5.9
Cc1ccc(NN=C2C(=O)OC(C)(C)OC2=O)c(C)c1 | -3.1 | 1.4 | -6.3 | -1.6 | 1.7 | 0.5 | -1.5 | -7.3 | 5.3 | 0.5
CN(Cc1ccccn1)C(=O)C1CCC(=O)N(CCc2ccc(Cl)cc2)C1 (stereo not drawn) | 0.2 | -4.3 | 1.9 | -6.4 | 1.0 | -5.4 | 8.2 | -4.3 | 1.6 | 0.2
O=C(CSc1nc(-c2ccco2)cc(C(F)(F)F)n1)Nc1ccccc1C(F)(F)F | -4.1 | -2.2 | 0.4 | -3.9 | -1.3 | -4.5 | 5.2 | -2.7 | 0.0 | -2.7
CCOC(=O)CNC(=O)c1ccc(Br)s1 | -5.8 | -4.1 | -6.5 | -4.7 | -2.4 | -7.8 | 1.4 | 7.1 | -0.5 | -5.6
O=C(CSc1ccc(-c2ccccn2)nn1)c1ccc(F)cc1 | -3.2 | -6.1 | 1.1 | 4.1 | 10.1 | -0.3 | -12.1 | 5.5 | 2.2 | -2.8
CCNC(=O)C1(C)CCCN(C(=O)c2nc(C)oc2C)C1 (stereo not drawn) | 2.7 | 2.5 | -0.7 | 1.7 | -6.1 | -4.0 | 9.8 | -1.4 | 0.5 | 0.9
Cc1onc(NC(=O)CSCC(=O)O)c1Br | -7.0 | -1.0 | 5.4 | 5.6 | 2.7 | -2.0 | 7.5 | 2.6 | 0.9 | -6.5
Cc1ccc(CN2CCN(/N=C/c3ccc(O)c(O)c3)CC2)cc1 | -15.1 | 10.4 | 5.6 | -1.6 | -0.8 | 5.7 | 3.8 | -9.5 | -7.0 | -2.0
CN(c1ccc(F)cc1)S(=O)(=O)c1ccc(Cl)c(C(=O)NCC(c2ccco2)N2CCCCC2)c1 (stereo not drawn) | -2.5 | -6.5 | 3.9 | -0.9 | -1.6 | 1.0 | 2.3 | 8.8 | -2.6 | 1.1
C=CCSc1nnc(-c2nnc(SCC=C)n2CC)n1CC | 0.0 | 0.7 | 5.0 | -7.8 | -5.3 | 1.9 | 1.1 | 3.3 | 0.0 | -4.0
COc1cccc(CNC(=O)Cn2c(-c3ccccc3)cc(C(C)=O)c2C)c1 | -0.4 | -2.3 | · | 8.7 | -1.6 | -8.4 | · | 4.2 | 0.0 | -2.9
CC1(C)Cc2cccc(OCC(=O)OCc3nnc(-c4ccc([N+](=O)[O-])cc4)o3)c2O1 | -4.2 | 3.5 | -3.8 | 6.0 | 0.6 | -8.9 | 1.9 | -1.7 | -2.9 | -4.5
COC(=O)c1ccc(NC(=O)CN2CCCC2)cc1 | 0.0 | 8.0 | 5.5 | 7.0 | 5.7 | 1.6 | -1.7 | 9.5 | 0.1 | -3.1
COc1ccc(-c2noc(CNS(=O)(=O)c3ccc(NC(C)=O)cc3)n2)cc1OC | -3.2 | 0.4 | 9.7 | -3.9 | -2.0 | -1.9 | 9.2 | -12.3 | 5.7 | 1.5
COc1ccc(NC(=O)Cc2ccsc2)cc1S(=O)(=O)N1CCCCC1 | -7.4 | -12.2 | 1.0 | -0.1 | -6.2 | 3.0 | -6.2 | -8.3 | -8.5 | -7.7
COc1ccc(C2=NCCn3nc4ccccc4c32)cc1 | -30.7 | 2.8 | 3.6 | 7.4 | -8.0 | -1.6 | 1.9 | 10.5 | -23.5 | -2.6
